High-throughput results (PubChem BioAssay)
PriA SSB inh = inhibitors of Klebsiella pneumoniae PriA binding to SSB C-terminal tail | AID 1272365 | AlphaScreen SSBct-PriA binding, biotinylated peptide | inhibition, % at 33 µM | actives 0.6% (n = 430,000); in the data active means inhibition mostly above about 37%, no sharp cut-off; inactive means mostly below about 20%;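 further: plate controls were negative control peptide for no effect and reference peptide for full effect; strong numbers were not always called active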
BH1578 lux ind = inducers of Vibrio cholerae quorum light production without autoinducers; V. cholerae BH1578 lux reporter, luminescence, 6 h; activation, % at 18.7 µM; actives 0.16% (n = 350,000); AID 588436; in the data active means activation mostly above about 9.7%, no sharp cut-off; further: not every result past the cut was called active; inactives centre near 0; reference of the scale not given here
PfHsp40 yeast = rescue of PfHsp40-mediated yeast toxicity. S. cerevisiae expressing PfHsp40, growth rescue, ATP luminescence. growth rescue, % at 12.5 µM. actives 0.68% (n = 340,000). AID 504582; in the data active means growth rescue above about 28%, passing the limit was not always enough;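 further: yeast W303a lacking pdr1 and pdr3 grown in galactose medium; growth measured after three days at 30 °C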
BoNT A protease = BoNT A light chain protease inhibition; multiplex microsphere protease substrate cleavage, flow cytometry; inhibition, % at 10 µM; actives 0.17% (n = 360,000); AID 588499; further: plate controls were buffer without enzyme for full effect and enzyme alone for no effect
PrPC TRFRET = cell surface PrPC inhibition, primary TR-FRET screen; actives 0.43% (n = 370,000); inhibition, % at 13.8 µM; P04156; AID 720596; TR-FRET read-out; in the data active means inhibition above about 24%; further: 0% = median of the test wells and 100% = reference compound wells
Anthrax LF prot = anthrax lethal factor protease inhibition; P15917; multiplex microsphere protease cleavage assay, LF; inhibition, % at 10 µM; actives 0.12% (n = 360,000); AID 588501; further: plate controls were buffer without enzyme for full effect and enzyme alone for no effect
SARS 3CLpro inh = SARS-CoV 3CLpro protease inhibition. P0C6X7. recombinant SARS-CoV 3CLpro, quenched FRET peptide cleavage. inhibition, % at 6 µM. actives 0.14% (n = 290,000); in the data active means inhibition above about 12%
TcdB GH inh = inhibitors of Clostridioides difficile toxin B glycohydrolase; P18177; TcdB glycohydrolase enzymatic assay, plate reader; inhibition, % at 9.99 µM; actives 0.24% (n = 350,000); AID 652162; in the data active means inhibition above about 10%
Yp Topo-I inh = blocks Yersinia pestis topoisomerase I activity; actives 0.064% (n = 360,000); activity, % at 10 µM; Y. pestis Topo-I cleavage product accumulation, plate reader; AID 504884; in the data active means activity above about 50%, passing the limit was not always enough; further: inactives centre near 2
Active calls of the source: *. Unless noted, no stated cut-off is given here; in the data, active means inhibition above about 30%; inconclusive means no clear call, values can overlap the other calls; inactive means below that.

Results for O=C(CCl)NC1CCCc2ccccc21 (stereo unspecified) ?
PriA SSB inh: 6; BH1578 lux ind: 0.1; PfHsp40 yeast: -0.6; BoNT A protease: -1.3; PrPC TRFRET: 9; Anthrax LF prot: -4; SARS 3CLpro inh: 3; TcdB GH inh: 0.9; Yp Topo-I inh: -5

Results for Cc1ccc(-c2nc3ccsc3c(=O)[nH]2)cc1 ?
PriA SSB inh: -3; BH1578 lux ind: -0.2; PfHsp40 yeast: -1.5; BoNT A protease: -0.3; PrPC TRFRET: 7; Anthrax LF prot: 3; SARS 3CLpro inh: 2; TcdB GH inh: -6.5; Yp Topo-I inh: 6

What do the screens show for `COC(=O)c1c(NC(=O)c2ccco2)sc(C(=O)N(C)C)c1C`?
PriA SSB inh: -19; BH1578 lux ind: -1.7; PfHsp40 yeast: 0.9; BoNT A protease: -2.0; PrPC TRFRET: 4; Anthrax LF prot: 3; SARS 3CLpro inh: -8; Yp Topo-I inh: -2

What do the screens show for `O=C(Oc1coc(CSc2ncccn2)cc1=O)c1cccc([N+](=O)[O-])c1`?
PriA SSB inh: -4; BH1578 lux ind: inactive; PfHsp40 yeast: 2.3; BoNT A protease: -0.5; PrPC TRFRET: -7; Anthrax LF prot: -2; SARS 3CLpro inh: -3; TcdB GH inh: 0.1; Yp Topo-I inh: -8

What do the screens show for `O=C(O)c1cccc(-c2ccc(/C=N/NC(=O)C3COc4ccccc4O3)o2)c1` (stereo unspecified)?
BH1578 lux ind: -3.6; PfHsp40 yeast: 0.9; BoNT A protease: -1.1; PrPC TRFRET: 2; Anthrax LF prot: -1; SARS 3CLpro inh: 0; TcdB GH inh: -0.2; Yp Topo-I inh: -2

What do the screens show for `CC1=NN(c2ccccc2)C(=O)/C1=C/N(C)C`?
PriA SSB inh: -11; BH1578 lux ind: -0.2; PfHsp40 yeast: 1.0; BoNT A protease: -1.0; PrPC TRFRET: 4; Anthrax LF prot: 4; SARS 3CLpro inh: 3; TcdB GH inh: 0.8; Yp Topo-I inh: 10

How did COCCNc1nc(-c2ccccc2)nc2ccccc12 do in these assays?
PriA SSB inh: -12; BH1578 lux ind: -0.3; PfHsp40 yeast: -0.2; BoNT A protease: -0.1; PrPC TRFRET: -5; Anthrax LF prot: -2; SARS 3CLpro inh: 0; TcdB GH inh: 0.9; Yp Topo-I inh: -6

What do the screens show for `CN(C(=O)CSc1ncnc2ccccc12)C1CCCCC1`?
PriA SSB inh: 1; BH1578 lux ind: inactive; PfHsp40 yeast: -0.8; BoNT A protease: 2.7; PrPC TRFRET: -3; Anthrax LF prot: 0; TcdB GH inh: -1.4; Yp Topo-I inh: 17

What do the screens show for `Cc1c(C(=O)NCc2ccc(C(C)C)cc2)sc(=O)n1Cc1cccc(F)c1`?
BH1578 lux ind: -0.5; BoNT A protease: -0.2; PrPC TRFRET: 8; Anthrax LF prot: -4; TcdB GH inh: -0.4; Yp Topo-I inh: 32

How did COc1ccc(CNC(=O)c2cccs2)cc1 do in these assays?
PriA SSB inh: -11; BH1578 lux ind: inactive; PfHsp40 yeast: -1.7; BoNT A protease: 0.4; PrPC TRFRET: -4; Anthrax LF prot: -3; SARS 3CLpro inh: 0; Yp Topo-I inh: 1

How did N#Cc1c(Cl)nsc1NC(=O)c1ccccc1 do in these assays?
PriA SSB inh: -4; BH1578 lux ind: -0.4; PfHsp40 yeast: 217*; BoNT A protease: 0.0; PrPC TRFRET: 24; Anthrax LF prot: -2; SARS 3CLpro inh: -2; TcdB GH inh: 0.5; Yp Topo-I inh: 11

Results for C=CCOc1ccc(Oc2cc(C)nc(SC)n2)nn1 ?
PriA SSB inh: 5; PfHsp40 yeast: -0.8; BoNT A protease: -0.2; PrPC TRFRET: 3; Anthrax LF prot: 2; SARS 3CLpro inh: -2; Yp Topo-I inh: 5

Results for O=[N+]([O-])c1ccc2c(OCc3nnc(-c4ccccc4Br)o3)ncnc2c1 ?
PriA SSB inh: 8; BH1578 lux ind: inactive; PfHsp40 yeast: 1.1; BoNT A protease: -0.9; PrPC TRFRET: -39; Anthrax LF prot: -3; SARS 3CLpro inh: 1; TcdB GH inh: 0.3; Yp Topo-I inh: -13

Results for CCOC(=O)CN(C(=O)CSc1nnc(-c2ccc(OC)c(OC)c2)o1)c1ccc(F)cc1 ?
PriA SSB inh: -4; BH1578 lux ind: -0.4; PfHsp40 yeast: -0.1; PrPC TRFRET: 8; SARS 3CLpro inh: -2; Yp Topo-I inh: 4

Results for CCCCCn1nnnc1-c1nc2cc(C)c(C)cc2[nH]c1=O ?
BoNT A protease: 3.2; PrPC TRFRET: -1; Anthrax LF prot: 2; TcdB GH inh: 0.8

What do the screens show for `COc1ccc(CCNC(=O)C23CCC(C)(C(=O)C2Br)C3(C)C)cc1OC` (stereo unspecified)?
PriA SSB inh: -5; BH1578 lux ind: -0.7; PfHsp40 yeast: -1.2; PrPC TRFRET: 6; SARS 3CLpro inh: -3; TcdB GH inh: 2.2; Yp Topo-I inh: -1

How did NC(=O)COc1ccc(/C=N/NS(=O)(=O)c2ccccc2)cc1 do in these assays?
BH1578 lux ind: inactive; PfHsp40 yeast: -0.6; BoNT A protease: -2.7; PrPC TRFRET: 2; Anthrax LF prot: -3; SARS 3CLpro inh: -2; TcdB GH inh: -0.1; Yp Topo-I inh: -8

How did CC(/C=N/NC(=O)Cn1nccc1C)=C\c1ccc(C(C)C)cc1 do in these assays?
BH1578 lux ind: inactive; PfHsp40 yeast: 1.8; BoNT A protease: -0.1; PrPC TRFRET: -2; Anthrax LF prot: 2; SARS 3CLpro inh: 2; Yp Topo-I inh: 6

How did Cc1ccc(C(=O)OCC(=O)NCCC2=CCCCC2)s1 do in these assays?
PriA SSB inh: -15; BH1578 lux ind: inactive; PfHsp40 yeast: -0.9; BoNT A protease: 0.2; PrPC TRFRET: 4; Anthrax LF prot: 0; SARS 3CLpro inh: 2; TcdB GH inh: 0.5; Yp Topo-I inh: 7

Results for Cc1cccc(-c2noc(CCC(=O)NC3CCCCC3)n2)c1 ?
PriA SSB inh: 3; BH1578 lux ind: -1.7; PfHsp40 yeast: -0.3; BoNT A protease: 3.0; PrPC TRFRET: 3; Anthrax LF prot: 1; SARS 3CLpro inh: -3; TcdB GH inh: 0.8; Yp Topo-I inh: 14

Results for CS(=O)(=O)NNC(=O)Cn1nnc(-c2ccc(OCc3ccccc3Cl)cc2)n1 ?
PriA SSB inh: -12; BH1578 lux ind: -0.8; PfHsp40 yeast: 0.8; BoNT A protease: -0.4; PrPC TRFRET: 7; Anthrax LF prot: -1; TcdB GH inh: 0.6; Yp Topo-I inh: 18

Results for O=C(OCc1nc2ccsc2c(=O)[nH]1)c1ccc(Cl)s1 ?
PriA SSB inh: -7; BH1578 lux ind: inactive; PfHsp40 yeast: 0.7; BoNT A protease: 2.6; PrPC TRFRET: 6; Anthrax LF prot: 1; TcdB GH inh: 1.8; Yp Topo-I inh: 3

What do the screens show for `O=C(CS(=O)CC(=O)Nc1cccc2c1CCCC2)Nc1ccc(F)cc1` (stereo unspecified)?
PriA SSB inh: -1; BH1578 lux ind: -1.7; PfHsp40 yeast: -1.7; BoNT A protease: 0.1; PrPC TRFRET: 17; Anthrax LF prot: -3; SARS 3CLpro inh: 6; Yp Topo-I inh: 2

What do the screens show for `Cn1c2ccccc2c(=O)c2c(=O)n(-c3ccccc3)c(C3CCCCC3)nc21`?
PriA SSB inh: -7; BH1578 lux ind: -0.3; PfHsp40 yeast: -0.2; BoNT A protease: -1.1; PrPC TRFRET: 15; Anthrax LF prot: -1; SARS 3CLpro inh: 6; Yp Topo-I inh: 14

What do the screens show for `O=C(CNCc1ccccc1Cl)Nc1ccccc1N1CCCCC1`?
PriA SSB inh: -33; BH1578 lux ind: -4.2; PfHsp40 yeast: -1.1; BoNT A protease: -0.3; PrPC TRFRET: -2; Anthrax LF prot: -3; SARS 3CLpro inh: -3; TcdB GH inh: 0.4; Yp Topo-I inh: 23

Results for CC1=CC(C)(C)N(S(=O)(=O)c2ccc(F)cc2)c2ccc(C)cc21 ?
PriA SSB inh: -15; BH1578 lux ind: inactive; PfHsp40 yeast: 2.9; BoNT A protease: -0.2; PrPC TRFRET: -1; Anthrax LF prot: -1; SARS 3CLpro inh: -3; Yp Topo-I inh: 42

Results for c1ccc(CN2CCN(c3nc(-c4ccccc4)nc(-n4ccnc4)n3)CC2)cc1 ?
PriA SSB inh: 31; BH1578 lux ind: inactive; PfHsp40 yeast: -0.5; BoNT A protease: -0.9; Anthrax LF prot: -9; SARS 3CLpro inh: -2; Yp Topo-I inh: 5

How did COC12CC(=O)C(C(C)=O)=C(O)C1(C)c1c(O)c(C)c(O)c(C(C)=O)c1O2 (stereo unspecified) do in these assays?
BH1578 lux ind: -0.5; BoNT A protease: -0.7; PrPC TRFRET: 4; Anthrax LF prot: -7; TcdB GH inh: 0.1; Yp Topo-I inh: 1

What do the screens show for `CC(C)=C1CCC(C)CC1=NNC(N)=S` (stereo unspecified)?
PriA SSB inh: -3; BH1578 lux ind: -0.8; PfHsp40 yeast: 0.9; BoNT A protease: 0.7; PrPC TRFRET: 6; Anthrax LF prot: 0; TcdB GH inh: 1.5; Yp Topo-I inh: 0

What do the screens show for `CCOCCn1c(N2CCN(c3ccc(OC)cc3)CC2)nc2c1c(=O)[nH]c(=O)n2C`?
PriA SSB inh: -6; BH1578 lux ind: -0.2; PfHsp40 yeast: 0.0; BoNT A protease: -0.4; PrPC TRFRET: -3; Anthrax LF prot: -2; SARS 3CLpro inh: 5; TcdB GH inh: 0.9; Yp Topo-I inh: -3

Results for Fc1ccc(N2CCN(C(=S)NCc3ccco3)CC2)cc1 ?
PriA SSB inh: -11; BH1578 lux ind: -0.3; PfHsp40 yeast: 1.5; BoNT A protease: -1.6; PrPC TRFRET: 5; Anthrax LF prot: -7; SARS 3CLpro inh: 3; TcdB GH inh: 0.7; Yp Topo-I inh: 6

How did COCCn1c(=O)c2c(nc3n2CCCN3CCc2ccccc2)n(C)c1=O do in these assays?
PriA SSB inh: -4; BH1578 lux ind: -0.7; PfHsp40 yeast: -2.1; BoNT A protease: -2.7; PrPC TRFRET: -3; Anthrax LF prot: -16; SARS 3CLpro inh: 1; TcdB GH inh: 1.2; Yp Topo-I inh: 0

How did Cc1cc(=O)n2nc(N3CCCC(C(=O)NCc4ccc5c(c4)OCO5)C3)sc2n1 (stereo unspecified) do in these assays?
PriA SSB inh: -9; BH1578 lux ind: inactive; PfHsp40 yeast: -1.0; BoNT A protease: -0.9; PrPC TRFRET: -1; Anthrax LF prot: -2; SARS 3CLpro inh: -2; Yp Topo-I inh: 6

What do the screens show for `COc1ccc(C(=O)Nc2ccc(N3CCN(C)CC3)cc2)cc1`?
PriA SSB inh: -10; BH1578 lux ind: 0.1; PfHsp40 yeast: 0.2; PrPC TRFRET: -6; SARS 3CLpro inh: -4; TcdB GH inh: 0.8; Yp Topo-I inh: 4

Molecules shown so far with an aryl thioether with sulfur outside any ring:
What do the screens show for `O=C(Oc1coc(CSc2ncccn2)cc1=O)c1cccc([N+](=O)[O-])c1`?
PriA SSB inh: -4; BH1578 lux ind: inactive; PfHsp40 yeast: 2.3; BoNT A protease: -0.5; PrPC TRFRET: -7; Anthrax LF prot: -2; SARS 3CLpro inh: -3; TcdB GH inh: 0.1; Yp Topo-I inh: -8

What do the screens show for `CN(C(=O)CSc1ncnc2ccccc12)C1CCCCC1`?
PriA SSB inh: 1; BH1578 lux ind: inactive; PfHsp40 yeast: -0.8; BoNT A protease: 2.7; PrPC TRFRET: -3; Anthrax LF prot: 0; TcdB GH inh: -1.4; Yp Topo-I inh: 17

Results for C=CCOc1ccc(Oc2cc(C)nc(SC)n2)nn1 ?
PriA SSB inh: 5; PfHsp40 yeast: -0.8; BoNT A protease: -0.2; PrPC TRFRET: 3; Anthrax LF prot: 2; SARS 3CLpro inh: -2; Yp Topo-I inh: 5

Results for CCOC(=O)CN(C(=O)CSc1nnc(-c2ccc(OC)c(OC)c2)o1)c1ccc(F)cc1 ?
PriA SSB inh: -4; BH1578 lux ind: -0.4; PfHsp40 yeast: -0.1; PrPC TRFRET: 8; SARS 3CLpro inh: -2; Yp Topo-I inh: 4

A portion of the library (hit frequency here may not be typical).
